TDP1 inh: inhibitors of human tyrosyl-DNA phosphodiesterase TDP1. recombinant TDP1, AlphaScreen DNA substrate cleavage. Potency, µM (highest dose often 130 µM), for inactives: at the top dose activity change, negative = inhibition, usual class: inhibitors. 350,000 compounds, 0.28% hits. AID 485290; also: nearly all actives have a fitted effect of over 40% in size
Target sequence (Q9NUW8 whole entry, looked up): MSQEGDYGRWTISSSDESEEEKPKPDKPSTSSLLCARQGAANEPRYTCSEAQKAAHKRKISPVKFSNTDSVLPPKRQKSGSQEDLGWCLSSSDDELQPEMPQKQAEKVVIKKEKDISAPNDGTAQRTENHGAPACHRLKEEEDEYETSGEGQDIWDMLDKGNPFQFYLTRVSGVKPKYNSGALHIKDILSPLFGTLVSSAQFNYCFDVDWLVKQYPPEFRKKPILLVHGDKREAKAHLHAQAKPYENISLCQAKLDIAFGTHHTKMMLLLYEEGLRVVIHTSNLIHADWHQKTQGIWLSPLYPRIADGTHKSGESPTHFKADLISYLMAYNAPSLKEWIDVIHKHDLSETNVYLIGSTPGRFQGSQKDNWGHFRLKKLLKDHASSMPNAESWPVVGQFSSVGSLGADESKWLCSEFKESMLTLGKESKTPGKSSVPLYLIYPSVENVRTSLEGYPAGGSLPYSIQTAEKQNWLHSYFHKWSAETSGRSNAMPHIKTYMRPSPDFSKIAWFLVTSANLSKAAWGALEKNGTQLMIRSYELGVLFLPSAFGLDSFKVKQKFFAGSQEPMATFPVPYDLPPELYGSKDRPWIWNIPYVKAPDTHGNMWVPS
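Enzyme-compound mixtures sat 15 min at room temperature, followed by a 5 min reaction with 15 nM final substrate and 10 min with AlphaScreen beads. Recombinant human Tdp1 was used at 1 nM final.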
DT40 TDP1 CPT: DT40-hTDP1 cell growth loss with CPT | 420,000 compounds, 12% hits | Potency, µM (top dose mostly 46.2 µM), inactives show at the highest dose activity change, negative = growth inhibition, most hits filed as inhibitors | chicken DT40 Tdp1-/-;hTDP1 cells + 20 nM CPT, ATP luminescence, 48 h; also: nearly all actives have a fitted effect of over 55% in size
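Chicken DT40 Tdp1-/- cells stably complemented with human TDP1 were seeded at 400 cells/well in medium containing 20 nM camptothecin, exposed to pin-transferred compounds, and grown at 37 °C for at least 48 hr. Viability was read as ATP luminescence.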
TDP1 cell noCPT: qHTS for Inhibitors of human tyrosyl-DNA phosphodiesterase 1 (TDP1): qHTS in cells in absence of CPT. DT40 Tdp1-/- hTDP1 cells, no CPT, ATP luminescence, 48 h. Potency, µM (highest dose often 46.2 µM), for inactives: at the highest dose activity change, negative = growth inhibition, hits mostly inhibitors. 420,000 compounds, 15% hits; also: nearly all actives have a fitted effect of over 55% in size
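Chicken DT40 Tdp1-/- cells stably complemented with human TDP1 were seeded at 400 cells/well with DMSO in place of 20 nM camptothecin. After compound pinning, cells grew at least 48 hr at 37 °C; viability read by CellTiter-Glo luminescence.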
* marks the source's active call; other numbers are inactive results; & = joins results of further samples; [ ] = remark or other dose. Calls follow the shape of the dose curve; as a rule, active = well fitted curve in the direction sought with a large enough effect; inconclusive = small, poorly fitted or top-dose-only effect, or another doubt; inactive = no such curve, though single readings can be large; an effect the other way counts as inactive or inconclusive. % is scaled to controls: 0 for no effect and ±100 for the full control effect; potency is read from the fitted curve at half-maximal effect.

For COc1ccc(C2=NOC(Cn3nc(-c4ccccc4)cc3C(=O)NCc3ccco3)C2)cc1 (configuration not stated) the results were TDP1 inh 0.9%, DT40 TDP1 CPT inconclusive and TDP1 cell noCPT -0.2%.
For O=C(NNC(=O)c1ccccc1Br)c1ccc(Cl)c(Cl)c1 the results were TDP1 inh 0.0%, DT40 TDP1 CPT -2.7% and TDP1 cell noCPT -10.7%.
Screening O=C(Cc1coc(-c2ccc(F)cc2)n1)N1CCOCC1 returned TDP1 inh 4.4%, DT40 TDP1 CPT -22.2% and TDP1 cell noCPT -18.6%.
Screening Cc1csc(NC(=O)CSc2nc(C)cs2)n1 returned TDP1 inh 8.7%, DT40 TDP1 CPT 4.7% and TDP1 cell noCPT -22.6%.
For CCOc1cc2sc(N3CCC(C(=O)NCCCN4CCCC4=O)CC3)nc2cc1Br the results were TDP1 inh 5.3%, DT40 TDP1 CPT inconclusive and TDP1 cell noCPT inconclusive.
`CC1(c2nnc(Cc3ccccc3)o2)CC(c2ccncc2)=NO1` (configuration not stated) gave DT40 TDP1 CPT 8.5% and TDP1 cell noCPT -2.4%.
For c1ccc(-c2ccc(C3=Nn4c(nnc4-c4cccs4)SC3)cc2)cc1 the results were TDP1 inh 4.1%, DT40 TDP1 CPT inconclusive and TDP1 cell noCPT inconclusive.
For Cc1ccc(S(=O)(=O)NC(=O)NN2CC3CCCC3C2)cc1 (configuration not stated) the results were TDP1 inh 10.1%&7.9%[56.1 µM], DT40 TDP1 CPT -25.2% and TDP1 cell noCPT -3.7%.
CCN1CCN(c2ccc(S(=O)(=O)N3CCOCC3)cc2NC(=O)/C=C/c2cccc(OC)c2OC)CC1 was read as TDP1 inh 0.1%, DT40 TDP1 CPT -5.5% and TDP1 cell noCPT -12.7%.
COc1ccccc1NC(=O)NS(=O)(=O)c1ccc(C)cc1 was read as TDP1 inh 5.9%, DT40 TDP1 CPT -1.8% and TDP1 cell noCPT 2.9%.
For O=C(CC(NC(=O)c1ccccc1Cl)c1ccccc1)NCCc1ccc(Cl)cc1 (configuration not stated) the results were TDP1 inh 2.7%, DT40 TDP1 CPT -11.0% and TDP1 cell noCPT -19.1%.
COCCn1c(/C=C/c2ccccc2)nc2ccccc21 was read as TDP1 inh 0.0%, DT40 TDP1 CPT -21.9% and TDP1 cell noCPT inconclusive.
`O=C(NCCCNC(=O)c1ccccc1F)c1ccco1` gave TDP1 inh 0.6%, DT40 TDP1 CPT 3.5% and TDP1 cell noCPT -7.1%.
Screening Cc1nc(-c2ccc(S(=O)(=O)N3CCN(C4c5ccccc5-c5ccccc54)CC3)s2)cs1 returned TDP1 inh 0.0%, DT40 TDP1 CPT -6.5% and TDP1 cell noCPT inconclusive.
CC(=O)Nc1cccc(-c2csc(C(O)c3ccccc3)n2)c1 (configuration not stated) was read as DT40 TDP1 CPT inconclusive and TDP1 cell noCPT -14.1%.
For CCc1cccc(-n2nnc(-c3nsc(NC(=O)c4cccs4)n3)c2C)c1 the results were TDP1 inh 2.6%, DT40 TDP1 CPT inconclusive and TDP1 cell noCPT inconclusive.
Screening CCOC(=O)C1(C)CCCN(C(=O)c2ccc(C#N)cc2)C1 (configuration not stated) returned DT40 TDP1 CPT -6.9% and TDP1 cell noCPT -18.3%.
For COc1ccc(NC(=O)NCC(C)CSc2ccc(C)cc2)c(OC)c1 (configuration not stated) the results were DT40 TDP1 CPT inconclusive and TDP1 cell noCPT inconclusive.
`CCOc1ccc(NC(=O)CCCCn2c(=O)[nH]c3ccsc3c2=O)cc1` gave TDP1 inh 5.9%, DT40 TDP1 CPT -2.5% and TDP1 cell noCPT -16.9%.
CC1CCN(C(=O)CS(=O)(=O)Cc2ccccc2)CC1 was read as DT40 TDP1 CPT 15.1% and TDP1 cell noCPT 0.1%.
For COc1ccccc1-c1cc(C(=O)Nc2ccccc2C(F)(F)F)no1 the results were TDP1 inh -0.9%, DT40 TDP1 CPT inconclusive and TDP1 cell noCPT -25.8%.
`Cc1cc2c(cc1C)-n1c(-c3ccccc3)c3c(=O)n(C)c(=O)n(C)c3c1C(c1ccco1)N2` (configuration not stated) gave TDP1 inh 5.7%, DT40 TDP1 CPT -26.5% and TDP1 cell noCPT -11.8%.
For C/C(N)=C(/C#N)C(=O)COC(=O)CNS(=O)(=O)c1c(F)cccc1F the results were TDP1 inh -7.4%, DT40 TDP1 CPT -6.9% and TDP1 cell noCPT -6.8%.
`Cc1ccc(S(=O)(=O)c2cc3ccc(O)cc3oc2=O)cc1C` gave DT40 TDP1 CPT -0.7% and TDP1 cell noCPT -18.7%.
CN1CCN(S(=O)(=O)c2ccc(Cl)c(C(F)(F)F)c2)CC1 was read as DT40 TDP1 CPT -3.0% and TDP1 cell noCPT 0.6%.
`Cc1ccccc1-c1nnc(CN2CCC(C)CC2)o1` gave DT40 TDP1 CPT 10.7% and TDP1 cell noCPT 2.7%.
CCC1CN(C(=O)N2CCC(C(=O)NCCN(C)C)CC2)c2ccccc2O1 (configuration not stated) was read as TDP1 inh 5.2%, DT40 TDP1 CPT 2.4% and TDP1 cell noCPT -6.9%.
For CCc1nc2ccc(C(=O)Nc3cccc(OC)c3)cn2c1N(CC)Cc1cccc(Br)c1 the results were DT40 TDP1 CPT 18.4µM* and TDP1 cell noCPT inconclusive.
Screening O=C(Cn1nnc2ccccc21)NCc1ccccc1 returned TDP1 inh -4.4%, DT40 TDP1 CPT inconclusive and TDP1 cell noCPT inconclusive.
Screening CCc1sc(Nc2ccc(C)cc2Br)nc1-c1cc2cccc(OC)c2oc1=O returned TDP1 inh 4.4%, DT40 TDP1 CPT inconclusive and TDP1 cell noCPT inconclusive.
`CC1(C)CC(=O)c2c(nn(-c3ccccc3)c2-c2ccncc2)C1` gave TDP1 inh -8.0%[56.1 µM], DT40 TDP1 CPT -0.8% and TDP1 cell noCPT 9.5%.
`CS(=O)(=O)N1CCN=C1SCc1ccc([N+](=O)[O-])cc1` gave TDP1 inh 1.2%, DT40 TDP1 CPT 11.7% and TDP1 cell noCPT 6.0%.
Screening Cc1cccc(N2CCCC2=Nc2ccc(Br)cc2C#N)c1 returned TDP1 inh -9.2%, DT40 TDP1 CPT inconclusive and TDP1 cell noCPT -24.6%.
`CC(=O)NC1CC2CCCC(C1)N2C(=O)Nc1cccc(Cl)c1` (configuration not stated) gave DT40 TDP1 CPT 30.6%[activator] and TDP1 cell noCPT -3.1%.
`CCOc1ccccc1NC(=O)C(OC(=O)C1CC1)c1ccccc1` (configuration not stated) gave TDP1 inh -1.9%, DT40 TDP1 CPT -2.6% and TDP1 cell noCPT 3.7%.
Screening Cc1cccc(OCCNC(=O)c2cccc(Oc3ccc(C(F)(F)F)cc3[N+](=O)[O-])c2)c1 returned TDP1 inh 5.5%, DT40 TDP1 CPT 23.1µM* and TDP1 cell noCPT 29.1µM*.
For COc1ccc(OC)c2sc(N3CCN(C(=O)CCS(=O)(=O)c4ccc(F)cc4)CC3)nc12 the results were TDP1 inh 0.0%, DT40 TDP1 CPT 18.4µM* and TDP1 cell noCPT 20.6µM*.
`C=C1CCN([C@@H](C)C(=O)NCc2ccc(OC)cc2)S(=O)(=O)c2ccccc21` gave DT40 TDP1 CPT -22.3% and TDP1 cell noCPT -0.4%.
For Fc1cccc(-n2cc(-c3ccccc3)c3c(=S)nc[nH]c32)c1 the results were TDP1 inh 1.4%, DT40 TDP1 CPT inconclusive and TDP1 cell noCPT 20.6µM*.
`COc1ccc(NS(=O)(=O)c2ccc3[nH]c4c(c3c2)CCCCCC4)cc1` gave TDP1 inh 6.6%, DT40 TDP1 CPT inconclusive and TDP1 cell noCPT inconclusive.
For COC(=O)c1ccccc1S(=O)(=O)N1CCC(C(=O)Nc2ccc(N3CCOCC3)cc2)CC1 the results were TDP1 inh 0.5%, DT40 TDP1 CPT 1.3% and TDP1 cell noCPT -11.7%.
`Cc1ccc(Nc2nc(N)nc(COC(=O)C3=COCCO3)n2)cc1` gave TDP1 inh 2.7%, DT40 TDP1 CPT 1.9% and TDP1 cell noCPT 9.8%.
Screening CCOC(=O)C1CCCN(C(=O)c2cc3c(=O)n(C)c4ccccc4c3n2C)C1 (configuration not stated) returned TDP1 inh 7.8%, DT40 TDP1 CPT inconclusive and TDP1 cell noCPT inconclusive.
O=C(COC(=O)Cc1ccsc1)Nc1ccc(Br)cc1 was read as TDP1 inh -3.3%, DT40 TDP1 CPT -18.6% and TDP1 cell noCPT 6.9%.
CCOC(=O)CN(C(=O)CNC(=O)c1cccs1)C(C(=O)NC1CCCC1)c1cccnc1 (configuration not stated) was read as TDP1 inh 1.1%, DT40 TDP1 CPT -5.4% and TDP1 cell noCPT 6.3%.
`CC(C)(C)c1ccc(C(=O)NC(Cc2c[nH]c3ccccc23)C(=O)OCC(=O)c2ccccc2)cc1` (configuration not stated) gave TDP1 inh 4.7%, DT40 TDP1 CPT -27.0% and TDP1 cell noCPT -19.9%.
Cc1ccc2c(c1)C(=O)N(CCCCO)C2=O was read as TDP1 inh 2.6%, DT40 TDP1 CPT 8.1% and TDP1 cell noCPT 2.9%.
For CC(C)(C)OC(=O)C[C@@H]1C/C=C\C[C@H](CC(=O)N[C@H](CO)Cc2ccccc2)C(=O)N[C@@H](Cc2ccccc2)COC1=O the results were TDP1 inh 1.3%, DT40 TDP1 CPT inconclusive and TDP1 cell noCPT inconclusive.
COc1ccc(-c2csc3nc(-c4cccnc4)nc(Cl)c23)cc1OC was read as TDP1 inh 2.7%, DT40 TDP1 CPT inconclusive and TDP1 cell noCPT inconclusive.
For CC1(C(=O)Nc2ccc(Cl)c(Cl)c2)CCN1Cc1cc2ccccc2o1 (configuration not stated) the results were DT40 TDP1 CPT -14.1% and TDP1 cell noCPT -23.5%.

Three structures from above, sorted by length of the SMILES, high to low.
For CC(C)(C)OC(=O)C[C@@H]1C/C=C\C[C@H](CC(=O)N[C@H](CO)Cc2ccccc2)C(=O)N[C@@H](Cc2ccccc2)COC1=O the results were TDP1 inh 1.3%, DT40 TDP1 CPT inconclusive and TDP1 cell noCPT inconclusive.
Screening CCOC(=O)C1CCCN(C(=O)c2cc3c(=O)n(C)c4ccccc4c3n2C)C1 (configuration not stated) returned TDP1 inh 7.8%, DT40 TDP1 CPT inconclusive and TDP1 cell noCPT inconclusive.
COc1ccc(-c2csc3nc(-c4cccnc4)nc(Cl)c23)cc1OC was read as TDP1 inh 2.7%, DT40 TDP1 CPT inconclusive and TDP1 cell noCPT inconclusive.

Two consecutive entries from above, quoted:
For COC(=O)c1ccccc1S(=O)(=O)N1CCC(C(=O)Nc2ccc(N3CCOCC3)cc2)CC1 the results were TDP1 inh 0.5%, DT40 TDP1 CPT 1.3% and TDP1 cell noCPT -11.7%.
`Cc1ccc(Nc2nc(N)nc(COC(=O)C3=COCCO3)n2)cc1` gave TDP1 inh 2.7%, DT40 TDP1 CPT 1.9% and TDP1 cell noCPT 9.8%.

Continuation:
Screening C=C1C(=C/C=C2\CCC[C@]3(C)[C@@H]([C@H](C)/C=C/[C@H](C)C(C)C)CC[C@@H]23)C[C@@H](O)C[C@@H]1O returned DT40 TDP1 CPT inconclusive and TDP1 cell noCPT inconclusive.
COc1ccc(NC(=O)C(CCSC)N2C(=O)c3ccccc3C2=O)cc1 (configuration not stated) was read as TDP1 inh 10.4%, DT40 TDP1 CPT -0.1% and TDP1 cell noCPT -0.5%.
Screening COC(=O)c1sccc1N/N=C/c1cccc(OC)c1O returned TDP1 inh 2.3%, DT40 TDP1 CPT 3.5% and TDP1 cell noCPT inconclusive.
Screening C[C@H](NC(=O)c1nc[nH]c1C(=O)N1CCN(c2ccccc2)CC1)c1ccccc1 returned TDP1 inh 3.2%, DT40 TDP1 CPT -4.8% and TDP1 cell noCPT -2.5%.
COc1ccc(NC(=O)c2ccc3c(c2)N(C)CCS3)cc1 was read as DT40 TDP1 CPT inconclusive and TDP1 cell noCPT inconclusive.
`O=C(/C=C/c1ccc(Cl)c(Cl)c1)N1CCc2ccccc21` gave TDP1 inh 0.6%, DT40 TDP1 CPT -20.4% and TDP1 cell noCPT -27.7%.
`O=S(=O)(NC1CCCCC1N1CCC(O)CC1)c1ccccc1` (configuration not stated) gave DT40 TDP1 CPT 3.3% and TDP1 cell noCPT -3.2%.
For O=C1CCC(=O)N1c1ccc(-c2nc3sc4c(c3c(=O)o2)CCC4)cc1 the results were TDP1 inh 0.0%, DT40 TDP1 CPT 3.0% and TDP1 cell noCPT inconclusive.
Screening CC1CCCN(C(=O)c2ccc3c(c2)OCCO3)C1 (configuration not stated) returned TDP1 inh 1.3%, DT40 TDP1 CPT -15.4% and TDP1 cell noCPT 7.3%.
For Cc1ccccc1-c1cc2c(nn1)-c1ccccc1C2=O the results were TDP1 inh 5.7%, DT40 TDP1 CPT inconclusive and TDP1 cell noCPT inconclusive.

From PubChem BioAssay
